Bioassay records from PubChem BioAssay.
BoNT F protease: BoNT F light chain protease inhibition; Multiplex microsphere protease cleavage assay, flow cytometry; inhibition, % at 10 µM; hit rate 0.22% among 360,000; AID 588497; in the data active means inhibition above about 35%, passing the limit was not always enough; inconclusive means no clear call, values can overlap the other calls; further: plate controls were buffer without enzyme for full effect and enzyme alone for no effect
CCHFV vOTU inh: blocks the CCHF virus ovarian tumor domain protease | CCHFV vOTU protease, Pep-AMC fluorescence | hit rate 0.55% among 370,000 | inhibition, % at 11.5 µM | AID 651958; further: 0% = vehicle wells with enzyme and 100% = no enzyme wells
Mtb BioA inh: inhibitors of Mycobacterium tuberculosis BioA enzyme; purified M. tuberculosis BioA enzyme, plate reader; inhibition, % at 9.99 µM; hit rate 0.096% among 360,000; AID 602481; in the data active means inhibition above about 40%; inconclusive means no clear call, values can overlap the other calls
Rv3671c inh: inhibits the M. tuberculosis serine protease Rv3671c. P9WHR9. inhibition, % at 5.96 µM. hit rate 0.048% among 320,000. AID 2606; in the data active means inhibition above about 38%;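 further: extracellular domain of Rv3671c used as enzyme; 0% = enzyme with DMSO and 100% = no enzyme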
Target sequence (P9WHR9 whole entry, looked up, the tested form may be a part): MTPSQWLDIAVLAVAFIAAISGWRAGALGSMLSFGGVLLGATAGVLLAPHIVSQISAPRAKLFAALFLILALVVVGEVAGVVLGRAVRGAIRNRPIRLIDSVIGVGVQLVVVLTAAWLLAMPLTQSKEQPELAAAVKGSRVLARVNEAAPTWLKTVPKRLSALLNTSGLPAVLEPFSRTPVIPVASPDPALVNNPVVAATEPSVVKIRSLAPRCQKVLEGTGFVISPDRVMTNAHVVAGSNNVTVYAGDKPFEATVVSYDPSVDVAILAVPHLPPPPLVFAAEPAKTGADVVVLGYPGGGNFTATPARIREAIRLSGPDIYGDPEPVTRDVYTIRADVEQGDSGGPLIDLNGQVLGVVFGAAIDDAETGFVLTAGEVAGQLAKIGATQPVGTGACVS
FBA Mtb inh: inhibitors of M. tuberculosis fructose-bisphosphate aldolase | hit rate 2.3% among 360,000 | purified M. tuberculosis FBA, fluorescence read-out | AID 588726 | inhibition, % at 1 µM; in the data active means inhibition above about 27%;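 further: 0% = vehicle and 100% = reference inhibitor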
Target sequence (P9WQA3 whole entry, looked up): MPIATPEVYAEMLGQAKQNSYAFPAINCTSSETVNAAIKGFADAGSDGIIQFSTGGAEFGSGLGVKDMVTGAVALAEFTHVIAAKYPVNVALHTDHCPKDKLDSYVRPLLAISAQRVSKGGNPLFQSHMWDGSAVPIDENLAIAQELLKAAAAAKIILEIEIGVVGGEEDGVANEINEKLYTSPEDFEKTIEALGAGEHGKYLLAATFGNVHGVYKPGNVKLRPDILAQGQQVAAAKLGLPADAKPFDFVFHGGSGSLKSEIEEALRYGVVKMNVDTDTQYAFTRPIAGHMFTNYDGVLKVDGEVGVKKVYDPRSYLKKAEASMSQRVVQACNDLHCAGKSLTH
MazEF act: increases E. coli MazEF RNase cleavage of RNA; FAM/BHQ RNA-DNA oligo cleavage fluorescence, 5 h; activation, % at 20 µM; hit rate 0.32% among 350,000; AID 504720; in the data active means activation above about 50%
Target sequence (P0AE70 whole entry, looked up): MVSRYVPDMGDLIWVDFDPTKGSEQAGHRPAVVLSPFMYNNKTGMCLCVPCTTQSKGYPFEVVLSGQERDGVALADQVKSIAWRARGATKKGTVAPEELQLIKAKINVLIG
DUSP3 inh: blocks human VHR1 dual specificity phosphatase; hit rate 0.52% among 290,000; inhibition, % at 13.3 µM; recombinant VHR phosphatase, pNPP absorbance; P51452; AID 1654; in the data active means inhibition above about 50%; further: some compounds called inactive have numbers as strong as hits
Target sequence (P51452 whole entry, looked up): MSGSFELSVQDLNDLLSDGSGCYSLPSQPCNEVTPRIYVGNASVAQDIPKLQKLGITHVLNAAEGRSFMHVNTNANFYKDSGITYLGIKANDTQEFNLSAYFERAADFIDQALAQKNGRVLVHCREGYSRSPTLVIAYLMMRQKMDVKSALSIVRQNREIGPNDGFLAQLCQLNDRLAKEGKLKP
Mtb UGM inh: blocks M. tuberculosis UGM enzyme | hit rate 0.06% among 320,000 | inhibition, % at 10 µM | purified UGM, fluorescence polarization probe displacement | P9WIQ1; in the data active means inhibition above about 10%, passing the limit was not always enough; inconclusive means no clear call, values can overlap the other calls
GDH-TPI inh: counter-screen for M. tuberculosis FBA inhibitors: GDH-TPI coupled enzymes | GDH-TPI coupled enzyme counterscreen, NADH absorbance | hit rate 1.2% among 360,000 | inhibition, % at 4.8 µM;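 further: 0% = DMSO wells and 100% = wells lacking the enzyme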
FadD28 binding: blocks FadD28 binding to the bisubstrate probe; inhibition, % at 12.5 µM; hit rate 0.22% among 360,000; fluorescence polarization; in the data active means inhibition above about 8.5%, passing the limit was not always enough; inconclusive means no clear call, values can overlap the other calls
* hit, by the source's call; u = inconclusive; x = no result given; & = joins results of further samples. Unless noted, no stated cut-off is given here; in the data, active means inhibition above about 30%; inactive means the rest.

entry	structure	MazEF act	DUSP3 inh	FBA Mtb inh	FadD28 binding	Mtb BioA inh
1	CN(Cc1ccccc1)C(=O)c1ccc2c(c1)OCCO2	-3	-18	4	-2.2	0.6
2	O=C1CC(c2ccc(O)c(O)c2)Oc2c1ccc(O)c2O (stereo not given)	53*	14	-2	-0.7	0.0
3	O=C(O)/C=C/C(=O)NNC(=O)c1cccc(Br)c1	-1	8	-2	-1.7	x
4	Cc1n[nH]c(=S)n1/N=C/c1ccc(-c2ccc(Cl)cc2)o1	-6	x	1	-0.4	-1.2
5	CC(=O)c1ccc(N2CCN(C(=O)C(=O)c3c(C)[nH]c4ccccc34)CC2)cc1	5	-2	-4	-5.2	8.0
6	C/C(N)=C(/C#N)C(=O)COC(=O)Cc1coc2cc(C)ccc12	16	12	-4	-5.3	-0.5
7	Cc1ccc2nc(SCC(=O)Nc3cccc(F)c3)nc(=O)n2c1	3	x	0	0.0	38
8	Cn1c(SCCN2CCCC2)nnc1C1CCN(S(=O)(=O)c2ccc(F)cc2)CC1	5	8	0	0.8	-0.1
9	CC(C)CC(C(=O)O)N(Cc1ccccc1)Cc1ccccc1 (stereo not given)	1	16	2	-0.4	0.7
10	COc1ccc(C(OC(=O)c2cccs2)C(=O)NCC2CCCO2)cc1 (stereo not given)	-7	-5	0	-2.0	-0.1

entry	BoNT F protease	GDH-TPI inh	CCHFV vOTU inh	Mtb UGM inh	Rv3671c inh
1	2	2	-4	2.8	-1
2	-22	19	20	0.0	10
3	-3	-1	-3	1.8	-5
4	u	19	-15	-0.7	-3
5	-4	34*	9	-2.2	-2
6	-11	-4	-16	-0.2	10
7	-5	12	2	x	-1
8	11	3	0	-0.9	-1
9	-1	3	10	-0.2	3
10	-8	-9	6	0.0	-13

Next part:
entry	structure	MazEF act	DUSP3 inh	FBA Mtb inh	FadD28 binding	Mtb BioA inh
11	O=C(CN(C(=O)CNS(=O)(=O)c1ccccc1)C1CCCC1)NCc1ccco1	4	19	0	-3.0	-0.8
12	CC(=O)c1ccc(OCc2cc(C(=O)N3CCC(Oc4ccccc4C)CC3)no2)cc1	-10	15	3	0.0	-0.5
13	COc1ccc(-c2cc(C(F)(F)F)c3c(=O)n(-c4ccccc4)[nH]c3n2)cc1	6	6	-1	u	7.6
14	Cc1ccc(C(=O)Nc2cccc(C(=O)NC3CCCCC3)c2)cc1	6	30	-2	-0.7	-0.4
15	CC(C1CCN(Cc2nc(C3CC3)no2)CC1)N1CCOCC1 (stereo not given)	5	9	1	-0.3	0.6
16	C=C(C)CN=c1scc(C)n1/N=C/c1ccco1	2	17	-5	0.5	-5.4
17	Cc1cc(C)c2cc(C#N)c(SCC(=O)Nc3ccc4c(c3)OCO4)nc2c1	-13	7	0	-1.2	x
18	CCOc1cccc(OCCOc2ccc(C(=O)c3ccccc3)cc2)c1	-6	-1	-1	-0.7	-2.1
19	CCOc1cc(N2CCOCC2)c(OCC)cc1NC(=O)CN1C(=O)NC2(CCCCCCC2)C1=O	10	12	0	-1.5	0.8
20	O=C(NCc1cccnc1)C(=O)Nc1nc(-c2ccccc2)cs1	5	31	1	-0.6	0.2

entry	BoNT F protease	GDH-TPI inh	CCHFV vOTU inh	Mtb UGM inh	Rv3671c inh
11	-7	-5	4	-0.1	-2
12	-3	-2	22	3.0	-14
13	-10	-5	x	5.7	4
14	-3	5	17	6.2	-13
15	-8	17	-4	-2.8	-6
16	4	20	6	1.2	-4
17	8	4	6	-1.5	5
18	-1	0	14	0.9	-8
19	-10	-1	-7	0.1	-2
20	-3	2	-1	-2.1	6

The results go on:
entry	structure	MazEF act	DUSP3 inh	FBA Mtb inh	FadD28 binding	Mtb BioA inh
21	O=C(C[C@H]1C[C@@H]2c3cc(NS(=O)(=O)c4ccccc4)ccc3O[C@@H]2[C@H](CO)O1)NC1CCCC1	8	x	-1	-4.8	-0.3
22	Cc1ccc(-c2nc(CSCC(=O)N3CCN(C(=O)c4ccco4)CC3)c(C)o2)cc1	3	4	1	-5.1	0.0
23	CC(OC(=O)c1cc(=O)[nH]c2ccccc12)C(=O)NC1CCCCC1C (stereo not given)	-3	x	11	-1.2	-0.4
24	Cc1ccc(NC(=O)Cn2cccc2)c(C)c1	3	-2	-9	-2.5	x
25	C/C(=N\S(=O)(=O)c1ccc(C)cc1)N(C)C	2	18	6	-1.1	x
26	Cc1nc(Nc2ccc(Cl)c(Cl)c2)sc1C(/C=C/c1ccc2c(c1)OCO2)=NNc1ccc([N+](=O)[O-])cc1[N+](=O)[O-]	-11	x	0	-1.4	x
27	O=C(Nc1ccc(Br)cc1)c1ccco1	-16	19	4	-2.5	0.9
28	CCN(CC(=O)Nc1ccc(OC)cc1)CC(=O)Nc1cccc(S(=O)(=O)N2CCOCC2)c1	1	x	-3	-2.4	-1.0
29	COc1ccc(C(=O)N=S2CCN(C(=O)c3ccc(Cl)cc3)CC2)cc1	-5	10	2	-1.3	4.7
30	Cc1ccc(C2=NN(CC(=O)NCCN(C)C)C(=O)CC2)cc1	-3	10	1	-0.2	-1.8

entry	BoNT F protease	GDH-TPI inh	CCHFV vOTU inh	Mtb UGM inh	Rv3671c inh
21	-2	-18	10	x	x
22	3	-2	6	2.2	-4
23	-1	10	-5	-0.4	10
24	-6	-5	7	2.5	3
25	-6	5	-7	0.6	6
26	-21	6	2	x	x
27	-5	4	-9	1.1	1
28	0	3	-6	x	x
29	x	3	-18	0.4	-2
30	-12	4	-8	1.7	2

The list goes on:
entry	structure	MazEF act	DUSP3 inh	FBA Mtb inh	FadD28 binding	Mtb BioA inh
31	NS(=O)(=O)c1ccc(S(=O)(=O)c2ccccc2)nc1	4	x	2	-1.9	-0.5
32	NS(=O)(=O)c1ccc(N/N=C/c2ccc(C(=O)O)cc2)c([N+](=O)[O-])c1	0	12	-20	1.6	13
33	COC(=O)C1=NNC2(c3ccc(C)cc3)C(=O)N(c3ccc(C)cc3)C(=O)C12 (stereo not given)	5	10	-6	-0.3	-0.7
34	CCCOc1ccc(CC(CC(=O)O)(C(=O)O)C(=O)O)cc1	-2	5	1	-2.0	-2.7
35	O=C(NCc1ccncc1)c1cccc(F)c1	-2	12	4	0.7	-0.1
36	Cc1c(C)n(CCc2c[nH]c3ccccc23)ccc1=O	8	22	3	-0.8	0.9
37	CCc1cccc(NS(=O)(=O)c2c(C)n[nH]c2C)c1	-2	9	3	-2.3	-0.2
38	CC(C)(C)n1nc2c(c1NC(=O)COc1ccc(Cl)cc1)CS(=O)(=O)C2	3	6	-1	0.5	x
39	Cc1[nH]c2ccccc2c1N=Nc1c(C)n(C)n(-c2ccccc2)c1=O	5	21	-6	-1.1	x
40	CCn1c(C(O)c2ccccc2)nc2ccccc21 (stereo not given)	0	-26	2	-1.3	0.0

entry	BoNT F protease	GDH-TPI inh	CCHFV vOTU inh	Mtb UGM inh	Rv3671c inh
31	-12	11	x	0.1	9
32	2	67*	17	1.3	-1
33	1	4	-5	-0.4	-3
34	1	10	8	-0.3	4
35	-4	4	-6	0.9	-2
36	0	-6	-1	1.2	4
37	u	-3	17	2.0	1
38	-2	1	3	2.8	11
39	-3	9	-3	-1.7	-3
40	-3	10	-5	-0.7	4

More entries follow.
entry	structure	MazEF act	DUSP3 inh	FBA Mtb inh	FadD28 binding	Mtb BioA inh
41	Cc1cc(S(=O)(=O)NCc2ccccc2)ccc1OCC(=O)NCc1ccncc1	2	-7	1	0.7	-1.2
42	O=P(c1ccccc1)(c1ccccc1)C(O)c1ccc(Br)cc1 (stereo not given)	1	22	2	-0.3	-1.6
43	CCCC(=O)Nc1ccc(Br)cn1	-2	18	0	-3.0	-0.6
44	CC(C)CCN1C(=O)c2ccc(C(=O)Nc3ccccc3C(=O)O)cc2C1=O	0	2	-1	4.5	x
45	CC(C)C[C@@H](CN1CCC[C@@H]1CN1C(=O)C(=O)NC[C@@H]1Cc1ccccc1)N1C[C@H](Cc2ccc(O)cc2)N(CC2CCCCC2)C(=O)C1=O	3	x	4	-1.0	-2.2
46	COCCCNC(=O)C1CC(=O)N(c2ccc(C)cc2)C1 (stereo not given)	-2	3	-6	-2.3	-1.4
47	CC(C)(C)OC(=O)C[C@@H]1C/C=C\C[C@H](CC(=O)N(CCO)Cc2ccccc2)C(=O)N[C@H](Cc2ccccc2)COC1=O	8	x	6	-0.5	-3.0
48	CCN(CC(=O)Nc1ccc(OC)cc1)C(=O)C1CC(=O)N(Cc2ccccc2)C1 (stereo not given)	-2	x	2	-1.2	-0.5
49	O=C(NC1CCCCC1)C1CC(=O)N(c2ccc(Cl)cc2)C1 (stereo not given)	0	0	4	0.0	-1.2
50	C[C@H]1CN([C@@H](C)CO)C(=O)c2cc(C#CC3(O)CCCC3)cnc2O[C@H]1CN(C)C(=O)C1CC1	8	x	0	-1.9	-0.2&0.5

entry	BoNT F protease	GDH-TPI inh	CCHFV vOTU inh	Mtb UGM inh	Rv3671c inh
41	4	4	-16	0.0	4
42	u	0	-10	-1.9	-2
43	-1	-11	-7	0.5	3
44	4	3	-1	0.4	x
45	0	20	6	x	x
46	8	-9	4	2.7	-2
47	-3	0	5	1.2	-8
48	2	-4	0	x	x
49	-6	1	2	-0.9	7
50	-2	0	-9	x	x

From no. 40 to 47, as listed above:
entry	structure	MazEF act	DUSP3 inh	FBA Mtb inh	FadD28 binding	Mtb BioA inh
40	CCn1c(C(O)c2ccccc2)nc2ccccc21 (stereo not given)	0	-26	2	-1.3	0.0
41	Cc1cc(S(=O)(=O)NCc2ccccc2)ccc1OCC(=O)NCc1ccncc1	2	-7	1	0.7	-1.2
42	O=P(c1ccccc1)(c1ccccc1)C(O)c1ccc(Br)cc1 (stereo not given)	1	22	2	-0.3	-1.6
43	CCCC(=O)Nc1ccc(Br)cn1	-2	18	0	-3.0	-0.6
44	CC(C)CCN1C(=O)c2ccc(C(=O)Nc3ccccc3C(=O)O)cc2C1=O	0	2	-1	4.5	x
45	CC(C)C[C@@H](CN1CCC[C@@H]1CN1C(=O)C(=O)NC[C@@H]1Cc1ccccc1)N1C[C@H](Cc2ccc(O)cc2)N(CC2CCCCC2)C(=O)C1=O	3	x	4	-1.0	-2.2
46	COCCCNC(=O)C1CC(=O)N(c2ccc(C)cc2)C1 (stereo not given)	-2	3	-6	-2.3	-1.4
47	CC(C)(C)OC(=O)C[C@@H]1C/C=C\C[C@H](CC(=O)N(CCO)Cc2ccccc2)C(=O)N[C@H](Cc2ccccc2)COC1=O	8	x	6	-0.5	-3.0

entry	BoNT F protease	GDH-TPI inh	CCHFV vOTU inh	Mtb UGM inh	Rv3671c inh
40	-3	10	-5	-0.7	4
41	4	4	-16	0.0	4
42	u	0	-10	-1.9	-2
43	-1	-11	-7	0.5	3
44	4	3	-1	0.4	x
45	0	20	6	x	x
46	8	-9	4	2.7	-2
47	-3	0	5	1.2	-8

Next section.
entry	structure	MazEF act	DUSP3 inh	FBA Mtb inh	FadD28 binding	Mtb BioA inh
51	O=C(COC(=O)CCC(=O)c1ccc(Cl)cc1)NCC1CCCO1 (stereo not given)	1	21	-2	-1.3	0.6
52	Cc1c(C(=O)N2CCCc3ccccc32)oc2ccc(S(=O)(=O)N3CCOCC3)cc12	-16	21	0	1.2	1.0
53	Cc1ccc(-c2cc(C(=O)NCc3cccs3)no2)cc1	6	40	-1	0.5	-2.1
54	Cn1c(SCC(N)=O)nnc1-c1ccccc1	2	14	3	-0.5	x
55	COc1ccccc1CCNC(=O)CSCC(=O)Nc1ccccc1F	3	x	0	-2.1	-0.5
56	Cc1ccc(C)c(S(=O)(=O)Nc2ccccc2C(=O)Nc2cc(C)on2)c1	-8	5	135*	-3.2	-1.3
57	O=C(CCN1CCCCC1)N1CCc2c([nH]c3ccccc23)C1c1cccnc1 (stereo not given)	9	x	1	-2.5	x
58	Cc1ccc(S(=O)(=O)Nc2cccc(Oc3cnccn3)c2)cc1	4	8	0	-0.1	x
59	O=[N+]([O-])c1ccccc1/C=N/NC1=NCCCCC1	-4	6	-2	-2.8	x

entry	BoNT F protease	GDH-TPI inh	CCHFV vOTU inh	Mtb UGM inh	Rv3671c inh
51	-1	-10	0	3.5	3
52	-6	11	7	-0.4	7
53	-8	9	-7	-1.1	-2
54	-11	9	-8	-1.8	-3
55	0	7	18	x	x
56	2	15	-48	1.3	-1
57	-1	-5	-10	x	x
58	4	-2	12	0.5	-10
59	-4	8	-2	-1.2	-3
